Screens (PubChem BioAssay)
Hsp70 act: transcriptional activators of Hsp70. HeLa Hsp70 promoter luciferase reporter, luminescence; scaled: vehicle 0, proteasome-inhibitor control 100%. activation, % at 10 µM. hit rate 0.04% among 200,000. AID 1203;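 active means activation above the mean across all tested compounds plus 3 SD, cutoff set per campaign, cut at about 5.5% in these data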;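 further: 100% = MG132 at 30 µM as the positive control and 0% = DMSO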
STAT1 inh: inhibitors of IFN-gamma induced STAT1 signaling | NIH 3T3 STAT1-luciferase reporter, luminescence | inhibition, % at 5.5 µM | hit rate 0.35% among 200,000 | AID 920;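 active means inhibition above a set limit, the mean inhibition across all tested compounds plus 3 SD, cut at about 34% in these data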;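 further: 0% = IFN-gamma with DMSO and 100% = IFN-gamma with 300 µM nifuroxazide; values of inactives mirror those of a sister screen read the other way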
Efa HMGR inh: inhibitors of class II HMG-CoA reductase from Enterococcus faecalis | purified E. faecalis HMGR, NADPH absorbance 340 nm kinetic | AID 1066 | hit rate 0.41% among 190,000 | inhibition, % at 10 µM;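 active means inhibition above a set limit, the median over all tested compounds plus 3 SD, cut at about 9.5% in these data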;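 further: enzyme runs in reverse so mevalonate oxidation gives rising NADPH absorbance; 0% = complete reaction with DMSO and 100% = background rate lacking mevalonate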
APP 5'UTR act: activates APP 5'UTR luciferase reporter | SH-SY5Y APP 5'UTR luciferase reporter, luminescence; zero percent = DMSO vehicle wells | activation, % at 2 µM | hit rate 1% among 190,000;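 active means activation above a set limit, based on mean plus 3 SD of controls, cut at about 140% in these data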; further: values of inactives mirror those of a sister screen read the other way
STAT3 activator: STAT3 signaling activation; U3A cells, IL-6 STAT3-luciferase reporter, luminescence; 100% = signal with IL-6 EC80 alone; activation (% of control), % at 5.6 µM; hit rate 0.91% among 190,000; AID 871;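 active means activation above the screen-wide mean of compound activation plus 3 SD, cut at about 130% in these data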;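 further: 0% = background luminescence of wells with medium and substrate only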
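Material: STAT1-lacking human U3A cells, STAT3 luciferase reporter | Benchmarks: IL-6-only wells as 100% reference | Probe or stimulus: IL-6 (33 ng/mL) | Timing: Compound 1 h, then IL-6 6 h at 37 °C | Detection: Luminescence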
Redox H2O2 prof: compounds producing H2O2 with reducing agent – biochemical, NIH compound library profiling, artefact control for MLSCN library redox annotation, primary screen. DTT-dependent redox cycling H2O2, phenol red/HRP absorbance; 100% = 100 µM peroxide control, 0% = buffer. AID 878. activation, % at 10 µM. hit rate 0.03% among 200,000;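 active means activation of at least 50% relative to the plate's high and low controls in the primary single-dose screen; inactive means activation below 50%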;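 further: compound incubated with DTT at 0.8 mM final as the reducing agent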
TLR4 MyD88 comp: inhibitors of human TLR4-MyD88 binding | inhibition, % at 8.4 µM | HeLa CL3-4 TLR4/MyD88 BLA complementation, FRET ratio | hit rate 0.18% among 200,000 | O00206+Q99836; in the data active means inhibition above about 25%;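 further: 0% = vehicle and 100% = reference inhibitor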
Target sequence (O00206 whole entry, looked up): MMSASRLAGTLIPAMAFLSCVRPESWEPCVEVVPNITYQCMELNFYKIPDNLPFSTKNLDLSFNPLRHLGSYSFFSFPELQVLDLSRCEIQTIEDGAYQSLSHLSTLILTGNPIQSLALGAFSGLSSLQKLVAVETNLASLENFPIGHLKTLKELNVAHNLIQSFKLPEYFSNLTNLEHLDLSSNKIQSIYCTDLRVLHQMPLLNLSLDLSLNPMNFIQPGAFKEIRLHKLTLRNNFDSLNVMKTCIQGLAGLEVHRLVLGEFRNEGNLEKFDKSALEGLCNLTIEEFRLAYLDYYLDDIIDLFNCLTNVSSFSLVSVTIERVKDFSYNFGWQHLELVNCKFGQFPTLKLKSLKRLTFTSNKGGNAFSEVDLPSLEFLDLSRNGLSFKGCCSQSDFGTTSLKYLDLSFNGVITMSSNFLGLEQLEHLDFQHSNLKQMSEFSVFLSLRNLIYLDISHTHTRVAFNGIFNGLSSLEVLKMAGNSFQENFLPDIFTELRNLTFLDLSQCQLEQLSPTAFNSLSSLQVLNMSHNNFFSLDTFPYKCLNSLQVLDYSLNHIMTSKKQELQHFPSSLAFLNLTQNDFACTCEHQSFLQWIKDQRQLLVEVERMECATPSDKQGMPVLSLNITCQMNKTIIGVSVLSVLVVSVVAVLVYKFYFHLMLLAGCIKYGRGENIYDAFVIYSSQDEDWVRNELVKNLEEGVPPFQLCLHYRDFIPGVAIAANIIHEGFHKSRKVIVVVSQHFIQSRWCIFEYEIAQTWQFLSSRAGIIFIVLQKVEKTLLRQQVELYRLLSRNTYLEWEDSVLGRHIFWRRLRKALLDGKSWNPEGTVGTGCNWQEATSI
Target sequence (Q99836 whole entry, looked up): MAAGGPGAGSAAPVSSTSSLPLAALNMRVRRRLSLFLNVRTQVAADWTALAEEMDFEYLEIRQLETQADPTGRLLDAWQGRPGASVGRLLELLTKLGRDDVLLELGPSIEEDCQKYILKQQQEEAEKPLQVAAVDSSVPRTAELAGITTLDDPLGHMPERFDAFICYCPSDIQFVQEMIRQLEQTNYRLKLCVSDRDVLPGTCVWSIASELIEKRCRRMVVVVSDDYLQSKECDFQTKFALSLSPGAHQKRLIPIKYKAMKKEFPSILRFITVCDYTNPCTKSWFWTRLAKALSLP
NF-kB neuron act: compounds increasing NF-kB expression in human neuronal cells; AID 1239; fold change at 12.5 µM; hit rate 1.6% among 190,000; NF-kB reporter expression; hits give high values; in the data active means fold change above about 3.3
STAT3 inh: STAT3 signaling inhibition; AID 862; inhibition, % at 5.5 µM; hit rate 0.89% among 190,000; U3A cells, IL-6 STAT3-luciferase reporter, luminescence; host cell line lacks STAT1;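 active means inhibition above the mean inhibition across all screened compounds plus 3 SD, cut at about 44% in these data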;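 further: 0% = DMSO only wells and 100% = 100 µM nifuroxazide control wells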
STAT1 act: activators of IFN-gamma induced STAT1 signaling | NIH 3T3 STAT1-luciferase reporter, luminescence; 100% = IFN-gamma alone, no compound | activation (% of control), % at 5.5 µM | hit rate 2.6% among 200,000 | AID 932;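 active means activation above the screen-wide mean activation plus 3 SD, cut at about 130% in these data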;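 further: raw ratio to IFN-gamma control signal so 100% means no change and 0% no light; values of inactives mirror those of a sister screen read the other way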
The depositor's hits bear a star; x = no result given.

SMILES	Hsp70 act	STAT1 inh	Efa HMGR inh	APP 5'UTR act	STAT3 activator	Redox H2O2 prof	TLR4 MyD88 comp	NF-kB neuron act	STAT3 inh	STAT1 act
COC(=O)c1sccc1NC(=O)Nc1ccccc1F	0.6	-7	7	-3	96	-1.6	-2	0.94	15	106
Cc1cc(C)n(C(=O)CNC(=O)Cc2ccccc2)n1	0.3	-2	2	2	100	2.8	-11	1	8	102
COc1ccc(CN(C(=O)c2snc(C(N)=O)c2N)C(C(=O)NC(C)(C)C)c2ccco2)cc1 (configuration not stated)	-0.1	4	3	-7	98	-0.2	-6	0.85	4	96
CCOC(=O)C(NC(=O)CC)(Nc1sc(C)c(CC)c1C#N)C(F)(F)F (configuration not stated)	-0.4	4	-5	-4	93	-0.6	-1	0.92	8	97
O=C(CCCO)N/N=C/c1ccccc1[N+](=O)[O-]	-0.4	10	-4	-7	92	-0.7	0	1.1	13	91
CC(C)c1ccccc1NC(=O)c1cnccn1	-0.4	3	1	10	93	-2.0	-2	1.4	11	98
COc1cc2c(cc1NC(=O)COC(=O)C(CCSC)NC(=O)c1ccccc1Cl)oc1ccccc12 (configuration not stated)	-0.2	2	5	38	124	x	3	1.2	-28	98
Fc1cccc2ncnc(OCc3ccccc3)c12	-0.2	-7	-6	6	98	-1.5	-9	1.2	4	106
CC(=O)c1ccc(NC(=O)CN2CCN(c3ncccn3)CC2)cc1	0.1	0	-3	7	103	-0.1	3	0.89	-5	100
CCOC(=O)C1=C(C)N(CC)C(=S)NC1c1ccccc1OC(F)F (configuration not stated)	-0.2	6	0	-12	104	-0.1	-3	0.77	5	95
COc1ccc(CCNC(=O)c2ccc(N3CCCC3=O)cc2)cc1	-0.2	-3	-5	-10	98	-1.2	4	0.94	8	103
COCCOC(=O)C1=C(C)NC(=O)NC1c1c(Cl)nc2ccccn2c1=O (configuration not stated)	-0.3	3	-1	-5	88	0.3	17	1.1	13	97
OC(c1ccccc1)c1nccc2ccccc12 (configuration not stated)	-0.2	2	-1	-3	110	-0.1	7	0.95	-10	97
CCN(CC(=O)NC1CCS(=O)(=O)C1)S(=O)(=O)c1ccc(F)cc1 (configuration not stated)	-0.1	15	-2	-7	96	-0.6	-9	1.1	7	87
COc1ccc(S(=O)(=O)N(C)CC(=O)Nc2ccc3c(c2)OCO3)cc1	-0.3	-4	-2	-11	93	0.0	-10	1	14	103
CCCCn1c(NC(C)=O)c(C#N)c2nc3ccccc3nc21	-0.4	1	-1	-52	106	1.6	3	0.88	-2	99
CCCCOc1ccc(CNn2c(C)nc3ccccc3c2=O)cc1	0.3	-10	0	-1	83	2.0	4	1.4	22	109
Cc1ccc(S(=O)(=O)C(NC(=O)c2ccccc2)=C(Cl)Cl)cc1	-0.3	6	x	8	101	-3.1	-5	x	3	94
O=C(O)CCC(=O)NNC(=O)COc1cccc(Cl)c1	0.3	-7	-2	19	99	-0.1	1	0.93	7	104
COc1ccc(OCCOCCOc2ccc(C)cc2[N+](=O)[O-])cc1	-0.2	11	-12	-12	88	-0.3	-9	1.2	17	90
N/N=C(\c1ccccc1)C12CN3CN(CN(C3)C1)C2	0.2	-6	-1	-19	101	0.4	7	1	-1	105
Cn1c(NC(=O)C[n+]2cc(-c3ccc(Cl)cc3)n3c2CCC3)cc(=O)n(C)c1=O	-0.1	13	-2	0	94	-0.2	-6	1.1	5	90
COC(=O)c1ccccc1NS(=O)(=O)c1ccc(NC(C)=O)cc1	0.1	2	-10	8	104	-0.3	-6	1	-2	97
COc1ccc(CNC(=O)COC(=O)CCC2CCCCC2)cc1	-0.2	-11	2	-13	108	0.1	10	1	-10	110
CCN(CC)CCNC1=NCCn2c1cc1cc(OC)ccc12	-0.3	5	-5	13	99	0.2	2	0.7	3	94
CC(/C=C/c1ccco1)=N\NC(=O)c1cc(Cl)ccc1O	-0.3	-1	7	6	103	-0.9	-5	1.3	5	101
O=C(O)c1nc(-c2ccccc2)n(-c2ccccc2)n1	-0.2	8	1	1	92	-0.6	-8	1.3	17	93
O=C(Cc1ccccc1)NCC(=O)N1CCCCC1	-0.1	-3	0	6	110	0.5	15	1.2	-7	100
Fc1cccc(-n2c(-c3ccco3)nc3nc4ccccc4nc32)c1	-0.3	-3	4	-5	104	-3.4	-13	1	-2	102
O=P(Cc1nnco1)(c1ccccc1)c1ccccc1	-0.1	2	-7	9	102	1.5	15	0.95	1	98
COc1ccc(N=c2cc(-c3ccc(O)cc3)oc3ccccc23)cc1	-0.5	-10	-1	-8	112	0.3	-7	0.61	-11	108
CCCn1c(NCc2c[nH]c3ccccc23)nc2ccccc21	0.3	6	-5	4	97	0.1	6	2.5	1	94
CCN(Cc1ccccc1)c1ccc(/C=N/NS(=O)(=O)c2cccc([N+](=O)[O-])c2)cc1	0.1	-7	-2	-22	109	-0.2	-2	0.83	-1	106
O=C1NC(=S)N/C1=C/c1ccc(Oc2ccc(C(F)(F)F)cc2[N+](=O)[O-])c(Cl)c1	0.2	2	-5	8	102	0.7	5	1.2	-7	98
Cc1cc(CNCc2c(C(=O)N(C)Cc3ccccc3)nc3ccccn23)nn1C	0.0	4	-3	8	96	-1.8	-14	1.1	10	95
CCCS(=O)(=O)N1CCN(C(=O)CCC2CCCC2)CC1	0.1	9	0	-5	103	0.2	2	1	0	91
Cc1ccc(/C=N\NC(=O)c2cc(OCC(F)(F)F)ccc2OCC(F)(F)F)cc1	-0.3	5	-2	x	94	1.0	15	1.1	13	95
CSc1ccc(CNc2ccc(Cl)cc2)cc1	-0.6	-10	-1	27	90	-4.1	-3	1.8	17	109
COc1ccc(S(=O)(=O)NCCOc2ccccc2)cc1-n1cnnn1	-0.1	-7	-7	-4	104	0.4	1	1.3	-3	104
COc1ccc(CCN2C(=O)CC(C(C)c3ccccc3)C2=O)cc1OC (configuration not stated)	-0.2	4	-11	-17	97	-0.7	5	0.96	10	96
CCNc1ccc2c(Cl)cc(=O)oc2c1	-0.1	1	-3	-5	94	1.4	32*	1.1	12	99
CC(C)/C=C/C(=O)N1CCC(N2CCC(C(=O)N3CCOCC3)CC2)CC1	-0.1	-2	-1	14	98	-1.2	11	1.4	6	100
COc1ccc(C(C(N)=O)c2ncc(C(F)(F)F)cc2Cl)cc1 (configuration not stated)	-0.2	4	-3	3	102	-2.1	3	1.6	2	96
COCCNC(=O)CN(Cc1ccc2c(c1)OCO2)C(=O)CCC(=O)Nc1nccs1	-0.1	4	-4	-3	96	-0.2	-4	1.3	10	96
O=C(Nc1cccc(C(=O)N2CCOCC2)c1)NC1CCCCC1	-0.3	-1	4	1	96	2.7	-1	1.2	13	100
Cc1cc(C)cc(NC(=O)CN2CCCN(S(=O)(=O)c3ccc(Br)s3)CC2)c1	-0.5	-3	-6	-9	98	0.6	-10	0.76	10	103
Cc1cccc(C)c1NC(=O)CN(C)CC(=O)Nc1cc(Cl)ccc1C#N	0.0	11	2	-1	138*	0.7	-2	0.92	-39	90
CC(=O)Nc1ccc(S(=O)(=O)N2CCc3ccccc3C2)cc1	-0.1	3	-4	12	101	1.1	1	1.6	4	97
COc1cccc(C(=O)NCC(=O)OCC(=O)C(C)(C)C)c1	0.1	0	-1	-11	107	0.1	-5	0.99	-9	100
Cc1ccccc1C(=O)c1cccn1CC(=O)NCCN1CCN(c2cccc(C)c2C)CC1	-0.4	1	2	-15	100	2.2	0	0.59	5	99
O=C(O)c1ccccc1-c1nc2cc(Cl)ccc2c(=O)n1O	-0.2	-2	-2	8	107	0.1	-12	1.1	-6	101
CN(C)S(=O)(=O)c1cccc(NC(=O)Cn2cc(C(F)(F)F)cc(Cl)c2=O)c1	0.0	-7	16*	7	110	-0.4	5	1.1	-11	105
CC(NCC(O)COCCC12CC3CC(CC(C3)C1)C2)c1ccccc1 (configuration not stated)	-0.3	-8	0	1	115	-0.3	4	0.84	-6	108
CCN(CC)S(=O)(=O)c1ccc(-c2nnco2)cc1	-0.3	-18	-4	8	97	0.2	-3	0.98	10	116
NNC1=N[C@H]2CS(=O)(=O)C[C@H]2S1	-0.2	0	-5	-3	105	-0.7	-17	1.2	-6	100
Cc1ccc(Cl)cc1NC(=S)N(Cc1ccccc1)Cc1cccnc1	-0.2	12	-2	18	104	-2.6	3	1	-4	87
O=c1c([N+](=O)[O-])c(N2CCCCC2)c2ccccc2n1-c1ccccc1	-0.2	-10	-6	-3	98	0.1	-10	1.2	2	109
CN(C)CC(O)CN1C(=O)NC(C)(C)C1=O (configuration not stated)	-0.2	-6	1	-3	96	-0.7	-4	1.3	6	104
COC(=O)Nc1nc(-c2ccccc2)c(C(=O)c2ccc(Cl)cc2)s1	-0.2	0	-7	-9	96	0.5	-6	1.4	5	100
C/C(N)=C(/C#N)C(=O)COC(=O)c1ccccc1Oc1ccccc1	-0.2	-6	-2	8	97	-0.1	-23	3	12	104

Entries of single compounds as entered above. Order of values: Hsp70 act	STAT1 inh	Efa HMGR inh	APP 5'UTR act	STAT3 activator	Redox H2O2 prof	TLR4 MyD88 comp	NF-kB neuron act	STAT3 inh	STAT1 act
COC(=O)Nc1nc(-c2ccccc2)c(C(=O)c2ccc(Cl)cc2)s1 as listed: -0.2	0	-7	-9	96	0.5	-6	1.4	5	100
O=c1c([N+](=O)[O-])c(N2CCCCC2)c2ccccc2n1-c1ccccc1 as listed: -0.2	-10	-6	-3	98	0.1	-10	1.2	2	109
CN(C)S(=O)(=O)c1cccc(NC(=O)Cn2cc(C(F)(F)F)cc(Cl)c2=O)c1 as listed: 0.0	-7	16*	7	110	-0.4	5	1.1	-11	105

(next part)
SMILES	Hsp70 act	STAT1 inh	Efa HMGR inh	APP 5'UTR act	STAT3 activator	Redox H2O2 prof	TLR4 MyD88 comp	NF-kB neuron act	STAT3 inh	STAT1 act
COC(=O)[C@@]1(Cc2ccc(F)cc2)[C@@H]2[C@@H](CC(=O)[C@H]2CC(=O)C(=O)N(C)C)CN1C(=O)c1ccccc1	-0.4	10	-12	4	94	0.6	-3	1.1	4	91
COc1ccc(-n2c(SCC(=O)N3CCCC3)nc3ccccc3c2=O)cc1	0.0	2	1	-4	98	-0.5	4	1.3	8	98
Cc1cccc(C(=O)O/N=C(/c2ccccc2)c2ccncc2)c1	-0.3	9	1	1	100	0.1	-3	0.85	3	90
Cc1ccc(C(=O)NCCN2CCCC2)cc1	-0.1	6	-3	2	100	-0.5	-8	1.1	2	95
O=C(Cc1ccccc1)c1c[nH]c(C(=O)NCCCN2CCOCC2)c1	-0.2	5	3	17	90	-0.8	-9	1	15	93
Cc1c(Br)c([N+](=O)[O-])nn1C(C)C(=O)Nc1ccc2c(c1)OCO2 (configuration not stated)	0.1	7	-24	9	94	-7.9	3	0.88	12	93
CCOCC(=O)Nc1cc(C(=O)NCCc2ccccc2)ccc1Cl	-0.4	-35	-1	65	100	-0.6	7	1.7	3	130*
CCOC(=O)N1CCC(n2c(SCC(=O)c3ccccc3)nc3ccsc3c2=O)CC1	-0.2	8	-3	3	94	-7.5	6	1.2	14	92
CCN(CC)S(=O)(=O)c1ccc(Cl)c(C(=O)NC)c1	-0.1	-3	-1	-6	103	-0.9	3	1.1	1	103
COc1ccc2nc(SCC(=O)NC(C)C)[nH]c2c1	-0.3	-5	0	-25	91	2.4	-6	1.1	13	104
